Screening results as filed in PubChem BioAssay.
AmpC inh detg: inhibitors of E. coli AmpC beta-lactamase with detergent | P00811 | AmpC hydrolysis of nitrocefin, absorbance 480 nm, 0.01% Triton | Potency, µM (titrated, usually from 114 µM), inactives show at the highest dose activity change, negative = inhibition, actives largely listed as inhibitors | hit rate 0.041% among 370,000 | AID 485294;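 further: potency means the concentration at half of the fitted maximal effect; 0% = no-compound wells and -100% = no-enzyme wells; nearly all actives have a fitted effect of over 25% in size; some results filed as inactive show a strong effect at the top dose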
Target sequence (P00811 whole entry, looked up): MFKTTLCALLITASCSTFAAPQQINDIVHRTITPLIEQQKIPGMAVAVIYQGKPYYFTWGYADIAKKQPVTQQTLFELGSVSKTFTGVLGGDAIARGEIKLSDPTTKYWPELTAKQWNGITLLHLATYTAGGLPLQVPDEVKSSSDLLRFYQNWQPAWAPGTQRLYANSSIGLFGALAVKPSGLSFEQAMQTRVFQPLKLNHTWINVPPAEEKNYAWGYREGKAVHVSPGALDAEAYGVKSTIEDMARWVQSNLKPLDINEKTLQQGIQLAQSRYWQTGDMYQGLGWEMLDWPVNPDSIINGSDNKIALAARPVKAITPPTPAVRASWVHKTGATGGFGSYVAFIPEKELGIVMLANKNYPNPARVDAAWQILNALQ
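AmpC (5.3 nM in the dispensed reagent) in 20 mM phosphate pH 7.0 with 0.01% (detergent screen) or 0.0001% Triton X-100 was preincubated with compounds for 15 min at room temperature. Nitrocefin was then added from an 800 uM solution, and hydrolysis was followed at 480 nm.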
FBPA Giardia inh: Giardia lamblia aldolase inhibition; AID 2451; purified Giardia FBPA; hit rate 0.71% among 290,000; Potency, µM (titrated, usually from 59.6 µM), inactives show top-dose activity, negative = inhibition, usual class: inhibitors; further: potency means the concentration at half of the fitted maximal effect; nearly all actives have a fitted effect of over 55% in size
Target sequence (A8B2U2 whole entry, looked up): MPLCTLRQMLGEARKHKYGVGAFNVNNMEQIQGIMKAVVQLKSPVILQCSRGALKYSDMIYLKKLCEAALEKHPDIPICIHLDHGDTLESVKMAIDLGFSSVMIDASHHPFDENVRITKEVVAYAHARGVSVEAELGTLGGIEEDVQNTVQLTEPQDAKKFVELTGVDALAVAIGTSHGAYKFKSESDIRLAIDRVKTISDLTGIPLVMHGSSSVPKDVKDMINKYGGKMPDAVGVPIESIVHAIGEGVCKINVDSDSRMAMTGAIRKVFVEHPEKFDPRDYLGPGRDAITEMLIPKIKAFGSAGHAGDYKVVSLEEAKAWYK
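Giardia FBPA (40 nM reagent) was preincubated 10 min at RT with compound (up to 57.5 uM final), then substrate plus GAPDH/TPI/NAD/arsenate coupling system with diaphorase/resazurin was added; resorufin fluorescence (525/598 nm) was read after 20 min.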
HCV inhibitor: inhibitors of hepatitis C virus infection; hit rate 3.4% among 340,000; Potency, µM (top dose mostly 41.8 µM), for the others: at the highest dose activity change, negative = inhibition, usual class: inhibitors; Huh7.5.1 HCVcc-Cre infection, luciferase reporter, 44 h; further: potency means the concentration at half of the fitted maximal effect
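Seed cells (1,000/well) for 4 h; treat with compound and infect with HCVcc-Cre, moi about 0.5. Incubate 44 h, then detect luciferase activity.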
AMA1-RON2 inh: disrupts binding of P. falciparum AMA1 to RON2; AlphaScreen AMA1-biotinylated RON2 peptide binding; Potency, µM (titrated, usually from 58.2 µM), for inactives: top-dose activity change, negative = inhibition, actives largely listed as inhibitors; hit rate 0.2% among 360,000; AID 720542;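 further: potency means the concentration at half of the fitted maximal effect; 0% = vehicle wells and -100% = peptide control; nearly all actives have a fitted effect of over 45% in size; some results filed as inactive show a strong effect at the top dose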
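AMA1 (3D7) with his tag at 25 nM final met compounds first, then biotinylated RON2 peptide at 25 nM; detection used donor plus acceptor beads, 10 µg/mL apiece, read by AlphaScreen after 30 min at room temperature.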
HCMV inh: blocks human cytomegalovirus replication. hit rate 4.5% among 410,000. activity change, negative = inhibition, % at 57.5 µM. HFF cells, HCMV-luciferase reporter, 72 h; active compounds read low; in the data active means activity change below about -60%; inconclusive means no clear call, values can overlap the other calls; inactive means above about -39%
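Compounds were evaluated in HFFs infected with an HCMV luciferase reporter virus (MOI 1 PFU/cell). Luciferase in lysates collected 72 h post infection served as the replication measure.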
Sm TGR inh: inhibitors of Schistosoma mansoni thioredoxin glutathione reductase; AID 485364; Potency, µM (top dose mostly 114 µM), inactives show at the top dose activity change, negative = inhibition, usual class: inhibitors; Q962Y6; hit rate 3% among 360,000; purified TGR, DTNB reduction, TNB absorbance 405 nm; further: potency means the concentration at half of the fitted maximal effect; nearly all actives have a fitted effect of over 60% in size
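First, TGR (20 nM dispensed) and NADPH were mixed with compound. Second, a 15 min room-temperature incubation followed. Third, further NADPH and then DTNB were added to start the reaction. Finally, TNB absorbance was monitored kinetically.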
* = called active by the depositor; ? = inconclusive; · = no result given; [ ] = dose if it differs, or a comment. Unless noted, the call rests on the fitted dose curve; in most records, active means well fitted curve in the direction sought with a large enough effect; inconclusive means small, poorly fitted or top-dose-only effect, or another doubt; inactive means no such curve, though single readings can be large; an effect the other way counts as inactive or inconclusive. Unless noted, on the % scale 0 is the no-effect control and ±100 the full control effect.

1) COc1ccc(-n2nnnc2SCC(=O)N2C(C)CCCC2C)c(OC)c1 (stereo unspecified)
2) Cc1ccc(OCC(=O)NCc2ccco2)cc1C
3) CSc1ncccc1C(=O)NCCc1ccc(Cl)cc1
4) CN1C(=O)/C(=C/c2ccccc2Cl)Sc2ccc(C(=O)N3CCCC3)cc21
5) Cc1ccc(S(=O)(=O)Nc2cc(=O)[nH]c3c2CCC3)cc1
6) CCOC(=O)N1CCN(C(=O)c2ccc(OC)c(S(=O)(=O)N3CCOCC3)c2)CC1
7) COc1cc(/C=N/NC(=O)COc2c(C)cc([N+](=O)[O-])cc2C)ccc1OC(=O)c1ccccc1
8) O=C(NCC1CCCO1)/C(=C\c1ccco1)NC(=O)c1ccc(Cl)cc1 (stereo unspecified)
9) Oc1ccc(Cl)cc1CN1CCN(Cc2ccccc2)CC1
10) O=C(CNC(=O)N1CC(=O)Nc2ccccc21)NCc1ccccc1Cl

compound no.	1	2	3	4	5	6	7	8	9	10
AmpC inh detg	-7.3%	?	?	3.2%	-10.2%	-0.9%	-3.8%	6.3%	-14.2%	-9.1%
FBPA Giardia inh	4.2%	-4.8%	-0.8%	-0.4%	-17.0%	2.3%	0.1%	-5.5%	1.9%	9.0%
HCV inhibitor	5.7%	-3.7%	0.5%	?	14.4%	13.3%	0.0%	17.6%	4.8%	4.8%
AMA1-RON2 inh	-7.3%	5.2%	0.0%	-11.5%	-1.0%	8.4%	10.2%	4.5%	3.1%	15.8%
HCMV inh	-79.2*	37.9	-13.5	?	16.1	-1.9	-32.5	32.3	-7.3	-6.5
Sm TGR inh	-18.5%	35.5µM*	4.6%	10.6%	7.8%	12.2%	-3.2%	·	0.9%	-17.8%

Arranged by count of non-hydrogen atoms (smallest number first): some entries from above.
9) Oc1ccc(Cl)cc1CN1CCN(Cc2ccccc2)CC1
6) CCOC(=O)N1CCN(C(=O)c2ccc(OC)c(S(=O)(=O)N3CCOCC3)c2)CC1
7) COc1cc(/C=N/NC(=O)COc2c(C)cc([N+](=O)[O-])cc2C)ccc1OC(=O)c1ccccc1

compound no.	9	6	7
AmpC inh detg	-14.2%	-0.9%	-3.8%
FBPA Giardia inh	1.9%	2.3%	0.1%
HCV inhibitor	4.8%	13.3%	0.0%
AMA1-RON2 inh	3.1%	8.4%	10.2%
HCMV inh	-7.3	-1.9	-32.5
Sm TGR inh	0.9%	12.2%	-3.2%

Next entries
11) O=C(O)C1CCCCC1C(=O)Nc1ccccc1C(=O)N1CCN(c2ccc(F)cc2)CC1 (stereo unspecified)
12) Cc1ccccc1-n1c(=O)n(CCc2ccccc2)c(=O)c2[nH]cnc21
13) O=C(CNC(=O)C1CCCCC1)OCC(=O)c1cccc(Cl)c1
14) COc1ccc(Cl)cc1N(CC(=O)Nc1cccc(SC)c1)S(C)(=O)=O
15) c1ccc(OCc2nc(-c3ccccc3)no2)cc1
16) CC(NS(=O)(=O)c1ccc(Cl)cc1)C(=O)OCC(=O)Nc1ccc(N(C)C)cc1 (stereo unspecified)
17) Cc1cccc(C(=O)Nc2ccc(C(=O)OCc3cc(=O)n4nc(C5CC5)sc4n3)cc2)c1
18) CC1=C(C(=O)Nc2ccccc2F)C(c2ccsc2)C2=C(CC(c3ccccc3)CC2=O)N1 (stereo unspecified)
19) O=C(COc1ccc(/C=N/NC(=O)c2cc3ccccc3o2)cc1Br)Nc1ccccc1
20) Nc1ccc(CSc2ccccc2)cc1

compound no.	11	12	13	14	15	16	17	18	19	20
AmpC inh detg	-1.8%	-4.5%	·	-12.1%	3.6%	?	-2.1%	-0.2%	-13.3%	·
FBPA Giardia inh	6.3%	-14.0%	·	-4.8%	0.1%	·	·	·	-5.3%	·
HCV inhibitor	8.5%	14.9%	-1.6%	-11.5%	7.3%	-6.3%	·	?	?	?
AMA1-RON2 inh	-7.1%	-4.4%	-3.6%	-10.5%	38.9%	?	·	5.8%	1.8%	-21.6%
HCMV inh	-32.9	0.8	-18.5	-10.7	48.2	-32.9	-9.5	-6.0	-100.4*	137.0
Sm TGR inh	5.8%	-9.2%	·	4.1%	-25.6%	-26.1%	-0.6%	-13.8%	-18.1%	·

21) COc1cccc(/C=C2\CC(C)Cc3c2nc2ccccc2c3C(=O)O)c1OC (stereo unspecified)
22) COc1cc2cc(C(=O)N(C)Cc3ccccc3)[nH]c2cc1OC
23) CCCc1cc(=O)[nH]c2nnc(SCC(=O)Nc3ccc(C(C)=O)cc3)n12
24) Cc1noc(C)c1S(=O)(=O)N1CCC(C(=O)N2CCN(c3cccc(C(F)(F)F)c3)CC2)CC1
25) CC1CN(C(=O)CCC(=O)NCc2cccs2)c2ccccc2O1 (stereo unspecified)
26) COCCNC(=O)C(OC(=O)c1ccco1)c1ccccc1OC (stereo unspecified)
27) CSc1ccc(/C=N/NC(=O)c2sccc2C)cc1
28) Cc1ccc(S(=O)(=O)N(C)CCCC(=O)Nc2ccc(C)cc2C)cc1
29) N#C/C(=C\c1ccco1)C(=O)NCc1ccccc1
30) CCCCNC(=O)c1c(CSc2ccc(Cl)cc2)noc1C(=O)NCCC

compound no.	21	22	23	24	25	26	27	28	29	30
AmpC inh detg	?	?	1.9%	16.8%	-2.2%	?	-10.8%	-3.3%	?	-2.7%
FBPA Giardia inh	-21.9%	-0.7%	·	·	·	4.2%	0.2%	2.1%	5.0%	·
HCV inhibitor	22.4%	11.1%	11.0%	·	·	11.5%	-1.9%	?	-1.7%	?
AMA1-RON2 inh	-8.1%	-14.2%	-9.8%	·	·	3.5%	34.0%[activator]	16.0%	-9.7%	16.5%
HCMV inh	-0.8	-23.0	-37.3	?	-1.6	28.7	101.8	-39.8	·	-28.3
Sm TGR inh	-17.2%	12.4%	4.1%	-3.9%	0.2%	8.0%	-8.0%	3.5%	7.5%	-3.8%

31) O=C(c1ccc(Br)cc1)N(C1=NCCCCS1)c1ccccc1
32) COc1ccc(NC(=O)N2CCC(NC(=O)c3ccco3)CC2)cc1
33) O=C(COC(=O)c1ccccc1Br)NCCc1ccc(F)cc1
34) CCc1ccc(NC(=O)CSc2nnc(CNC(=O)c3ccco3)o2)cc1
35) C=CCn1c(=N)n(CC(=O)c2ccc(Cl)cc2)c2ccccc21
36) CN(C)c1ccc(NC(=O)/C=C/c2c(Cl)cccc2Cl)cc1
37) O=C(Cc1coc2cc(O)ccc12)NNC(=O)c1ccc(Br)s1
38) Cc1ccc(/C=C/C(=O)Nc2ncc(C)s2)o1
39) CC(C)CCNC(=O)CN(CC1CCCO1)C(=O)CCC(=O)Nc1ccccn1 (stereo unspecified)
40) O=C(NC(=S)Nc1ncccn1)c1ccc(F)cc1

compound no.	31	32	33	34	35	36	37	38	39	40
AmpC inh detg	5.3%	-4.4%	-13.0%	3.2%	0.5%	-10.6%	·	-1.2%	-13.4%	7.9%
FBPA Giardia inh	3.1%	-5.8%	1.3%	16.8%	-4.7%	-1.2%	·	?	1.0%	6.31µM*
HCV inhibitor	8.2%	4.2%	2.7%	6.7%	?	?	3.7%	-7.4%	6.3%	7.2%
AMA1-RON2 inh	-3.2%	-9.3%	-1.9%	-6.2%	7.4%	?	30.7%[activator][11.6 µM]	-15.1%	4.1%	15.6%
HCMV inh	-62.8*	7.3	-8.1	-27.0	-19.3	?	-9.2	40.3	37.3	41.3
Sm TGR inh	2.6%	3.1%	-1.0%	-4.9%	2.4%	0.7%	·	25.1µM*	0.0%	40.7%[activator]

41) O=C(CCc1c[nH]c2ccccc12)NCc1ccco1
42) COc1cc(C(C)=O)ccc1OCC(=O)NCC1(N2CCCCC2)CCCCC1
43) CC(C)(c1ccccc1)c1ccc(OCCN)cc1
44) O=C(c1ccc(Cl)c(S(=O)(=O)Nc2ccc(F)cc2)c1)N1CCN(c2ccccn2)CC1
45) CCOc1ccc(N(C)C(=O)CCc2nnc3ccc(NCc4ccco4)nn23)cc1
46) C=CCOc1ccc(/C=N/NC(=O)CN(c2cc(Cl)ccc2OC)S(=O)(=O)c2ccc(C)c([N+](=O)[O-])c2)cc1
47) CCCn1c(=N)n(CC(O)COc2ccccc2OC)c2ccccc21 (stereo unspecified)
48) Cc1cc2ccccc2c(=O)n1CC(=O)NC1CCCCCC1
49) CCCN1Cc2cccc(C(=O)NC(C)c3cccs3)c2C1=O (stereo unspecified)
50) CN(Cc1ccccc1)c1nc2nonc2nc1N1CCCC(CN2CCCC2=O)C1 (stereo unspecified)

compound no.	41	42	43	44	45	46	47	48	49	50
AmpC inh detg	-3.0%	-1.3%	2.0%	?	-7.8%	1.9%	22.8%	-9.7%	-7.4%	0.2%
FBPA Giardia inh	2.6%	1.3%	0.0%	7.4%	-9.3%	0.8%	·	7.8%	0.0%	-9.5%
HCV inhibitor	-8.8%	5.0%	-16.6%	-1.2%	7.3%	-15.3%	·	?	-43.9%	6.5%
AMA1-RON2 inh	4.3%	-1.9%	-3.1%	-7.4%	-11.7%	12.1%	·	-14.2%	-7.8%	20.4%
HCMV inh	1.6	27.3	-106.6*	-18.3	-15.8	7.7	-33.4	-9.8	-15.7	82.5
Sm TGR inh	-3.8%	-1.7%	·	-13.4%	-20.0%	3.9%	4.7%	-2.6%	1.6%	?

51) Cc1ccc(-c2nnc(SCCC(=O)N3CCOCC3)o2)cc1
52) COc1ccccc1NC(=O)c1ccc2c(c1)C(=O)N(Cc1ccco1)C2=O
53) CCCCN(CC)CCCNC(=O)c1ccc(CS(=O)(=O)c2c(Cl)cccc2Cl)o1
54) Cc1ccc(C)c(Nc2nn3c(=O)c4ccc(C(=O)N(C)Cc5ccccc5)cc4nc3s2)c1
55) CC(C)NC(=O)COC(=O)Cn1[nH]c(=O)c2ccccc2c1=O
56) O=C(CCC(=O)N1CCSc2ccccc21)NCc1ccccc1Cl
57) CN(C)C(CNS(=O)(=O)c1ccc(Br)cc1)c1cccnc1 (stereo unspecified)
58) O=C(c1cc(C(=O)NCCc2ccccc2)c(=O)n(CCc2ccccc2)c1)c1cc(Cl)ccc1O
59) O=C(COC(=O)c1cc(S(=O)(=O)N2CCCCC2)ccc1Cl)NC1CCS(=O)(=O)C1 (stereo unspecified)

compound no.	51	52	53	54	55	56	57	58	59
AmpC inh detg	-1.1%	-10.4%	-2.0%	-1.7%	-10.8%	22.4%	-12.9%	-12.5%	·
FBPA Giardia inh	2.3%	·	1.2%	·	0.2%	·	2.3%	-5.1%	·
HCV inhibitor	15.3%	-22.8%	-1.1%	·	4.5%	·	8.5%	?	7.3%
AMA1-RON2 inh	8.8%	0.0%	6.3%	·	13.4%	·	-2.1%	4.8%	-4.5%
HCMV inh	-100.5*	-2.8	?	-11.7	-21.4	-61.9*	6.2	-14.9	?
Sm TGR inh	-11.4%	4.6%	-1.8%	-15.2%	-5.5%	5.8%	?	0.6%	·
